Compound activity deposited in PubChem BioAssay by National Center for Advancing Translational Sciences (NCATS).
ALDH1A1 block: ALDH1A1 (human) enzyme inhibition; P00352; Purified ALDH1A1, NADH fluorescence, propionaldehyde substrate; Potency, µM (doses to about 75.3 µM), inactives show at the highest dose activity, negative = inhibition, hits mostly inhibitors; actives 7.3% (n = 220,000); active = well fitted inhibition curve with a large enough effect, not every such curve was filed as active; inconclusive = small, poorly fitted or top-dose-only effect, or another doubt; inactive = no such curve, though single readings can be large or run the other way;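 note: plate controls were no enzyme wells and a reference inhibitor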
Target sequence (P00352 whole entry, looked up): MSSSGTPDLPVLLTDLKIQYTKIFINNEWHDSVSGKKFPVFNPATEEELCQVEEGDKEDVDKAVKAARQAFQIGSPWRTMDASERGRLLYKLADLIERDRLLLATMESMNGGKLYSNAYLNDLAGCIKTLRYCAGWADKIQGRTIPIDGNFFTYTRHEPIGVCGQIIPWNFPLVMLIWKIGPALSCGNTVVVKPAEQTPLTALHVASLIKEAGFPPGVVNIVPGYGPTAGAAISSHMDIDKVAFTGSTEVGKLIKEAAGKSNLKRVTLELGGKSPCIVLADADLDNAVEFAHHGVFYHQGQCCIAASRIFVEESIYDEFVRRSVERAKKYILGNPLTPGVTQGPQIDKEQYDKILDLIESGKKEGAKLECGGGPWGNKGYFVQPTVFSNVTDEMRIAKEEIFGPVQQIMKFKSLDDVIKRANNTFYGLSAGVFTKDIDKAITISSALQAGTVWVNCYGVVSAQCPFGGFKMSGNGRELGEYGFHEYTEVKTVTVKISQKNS
Tau fluor counter: counter-screen for tau fibril formation inhibitors | tau K18 P301L Alexa594 fluorescence, heparin fibrillization | Potency, µM (series often up to 57.7 µM), inactives show top-dose activity change, negative = decrease | actives 0.93% (n = 280,000); note: % is set by controls: 0 for no effect and ±100 for the full control effect; nearly all actives have a fitted effect of over 55% in size
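Human K18 P301L tau (15 uM unlabeled plus 0.24 uM Alexa 594-labeled, final) in 100 mM sodium acetate pH 7 was mixed with compound and 20 uM heparin and incubated 6 hr at 37 C.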
HTT ATP protect: Huntington cell model cytoprotection by ATP luminescence; actives 0.14% (n = 230,000); Potency, µM (series often up to 56.4 µM), without a hit: cytoprotection (ATP increase), hits mostly activators; PC12 HTT-Q103 induced, cytoprotection, ATP luminescence, 40 h;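 note: % of control where 0% means no effect; nearly all actives have a fitted effect of over 45% in size; toxic huntingtin expression switched on by the ecdysone agonist tebufenozide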
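PC12 cells with ecdysone-inducible HTT exon 1 Q103-GFP, induced with 100 nM tebufenozide and co-treated with library compounds in a dose series (1536-well, 1500 cells/well). Cytoprotection read as ATP content by ATPlite luminescence.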
Tau fibril FP: blocks human tau fibril formation measured by polarization. P10636. K18 P301L tau heparin fibrillization, Alexa594 FP, 6 h. Potency, µM (series often up to 57.7 µM), for the others: at the top dose activity, negative = inhibition, usual class: inhibitors. actives 0.39% (n = 280,000); note: % is set by controls: 0 for no effect and ±100 for the full control effect; nearly all actives have a fitted effect of over 55% in size
Target sequence (P10636 561-689 P618L limits assumed): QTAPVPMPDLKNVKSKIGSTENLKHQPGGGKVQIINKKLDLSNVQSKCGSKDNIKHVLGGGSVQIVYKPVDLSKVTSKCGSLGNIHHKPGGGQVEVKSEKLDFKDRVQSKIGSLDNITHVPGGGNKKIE
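Human tau K18 […] P301L fragment, 15 uM unlabeled plus 0.24 uM Alexa 594-labeled tau (final), with compound and 20 uM heparin in 100 mM sodium acetate pH 7; 6 hr at 37 C, then Alexa 594 FP read.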
HTT aggregate: mutant huntingtin aggregation inhibition; Potency, µM (series often up to 46.1 µM), inactives show at the top dose activity change, negative = inhibition, actives largely listed as inhibitors; actives 1.1% (n = 220,000); PC12 HttQ103-GFP aggregates, Acumen cytometry, 40 h; note: % is set by controls: 0 for no effect and ±100 for the full control effect; nearly all actives have a fitted effect of over 60% in size
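Inducible Q103 Huntingtin exon 1–GFP PC12 line, 1500 cells/well in phenol red free DMEM with 5% equine and 5% calf serum. Tebufenozide 100 nM induced expression; compounds titrated; aggregates quantified by cytometry.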
SMN2 splice up: SMN2 splice variant enhancement; HEK293 SMN2-luciferase splicing reporter, luminescence, 30-36 h; Potency, µM (titrated, usually from 46.1 µM), for the others: top-dose activity change, positive = activation, most hits filed as activators; actives 2.8% (n = 210,000); note: % of control where 0% means no effect; nearly all actives have a fitted effect of over 55% in size
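HEK293 cells carry an SMN2 […]–luciferase reporter in which exon 7 inclusion puts luciferase in frame. Cells were plated 10-12 h before compound addition, then incubated 30-36 h at 37C. ONE-Glo luminescence was read; sodium butyrate at 4.5 mM final served as control.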
JMJD2E inh: inhibitors of human JMJD2E histone demethylase. B2RXH2. JMJD2E catalytic domain, FDH-coupled NADH fluorescence (FDH is formaldehyde dehydrogenase). Potency, µM (doses to about 57.1 µM), for inactives: top-dose activity change, negative = inhibition, hits mostly inhibitors. actives 1.6% (n = 230,000). AID 2147; active = well fitted inhibition curve with a large enough effect, not every such curve was filed as active; inconclusive = small, poorly fitted or top-dose-only effect, or another doubt; inactive = no such curve, though single readings can be large or run the other way;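 note: 0% = wells with enzyme and -100% = buffer wells without enzyme; nearly all actives have a fitted effect of over 50% in size; many of its hits are not listed in these tables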
Target sequence (B2RXH2 1-337 limits assumed): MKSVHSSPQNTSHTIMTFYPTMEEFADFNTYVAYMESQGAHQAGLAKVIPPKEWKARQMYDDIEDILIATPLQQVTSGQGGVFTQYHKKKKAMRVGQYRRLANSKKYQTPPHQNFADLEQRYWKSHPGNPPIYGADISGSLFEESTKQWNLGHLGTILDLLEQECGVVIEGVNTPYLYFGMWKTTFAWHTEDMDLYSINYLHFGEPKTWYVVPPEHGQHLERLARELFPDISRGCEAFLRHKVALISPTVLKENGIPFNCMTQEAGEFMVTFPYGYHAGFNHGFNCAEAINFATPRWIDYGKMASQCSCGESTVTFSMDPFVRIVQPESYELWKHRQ
Tau ThT inhib: blocks human tau fibril formation measured by thioflavin T. P10636. recombinant tau K18 P301L (four-repeat tau fragment), heparin-induced fibrillization, ThT fluorescence. Potency, µM (titrated, usually from 57.4 µM), without a hit: at the highest dose activity, negative = inhibition, usual class: inhibitors. actives 2.1% (n = 270,000). AID 1460; note: % is set by controls: 0 for no effect and ±100 for the full control effect; nearly all actives have a fitted effect of over 55% in size
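Heparin-induced fibrillization of the P301L-mutant K18 repeat-domain fragment of human tau was followed by ThT binding in quantitative high-throughput format.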
Active calls of the source: *; ? = inconclusive; · = not tested or not shown; [ ] = remark or other dose. Unless noted, calls come from the whole dose curve; as a rule, active = well fitted curve in the direction sought with a large enough effect; inconclusive = small, poorly fitted or top-dose-only effect, or another doubt; inactive = no such curve, though single readings can be large; an effect the other way counts as inactive or inconclusive. Potency is the fitted concentration of half-maximal effect.

Each structure is followed by: Tau fibril FP	SMN2 splice up	ALDH1A1 block	Tau ThT inhib	HTT ATP protect	HTT aggregate	JMJD2E inh	Tau fluor counter
O=C1/C(=C\c2cccnc2)Sc2ccccc21
  13%	13%	-8%	?	-10%[1.9 µM]	14%	2%	-25%
O=C1CC(C(=O)O)S/C(=N\NC(=O)c2ccc(F)cc2)N1 (stereo unspecified)
  2%	4%	9%	2%	15%[10 µM]	-2%	1%	6%
O=C(Cn1c2ccccc2c(=O)c2ccccc21)Nc1cccc(F)c1
  -6%	-6%	?	-8%	-5%[10 µM]	0%	?	-8%
CNc1nc(N)c(C(=O)C23CC4CC(CC(C4)C2)C3)s1
  11%	-2%	?	1%	-37%[inhibitor]	-8%[9.22 µM]	-12%	-19%
O=C(COc1cccc(NC(=O)c2cccc([N+](=O)[O-])c2)c1)c1ccc(F)cc1
  -4%	-70%[inhibitor]	0%	?	-10%[10 µM]	-30%	-4%	?
CCOC(=O)N1CCN(C(=O)c2ccc(Cl)c(S(=O)(=O)N3CCOCC3)c2)CC1
  4%	11%	26%	-14%	-19%	5%	-3%	0%
CCC(C)c1ccc(O)c(NC(=O)c2ncn[nH]2)c1 (stereo unspecified)
  1%	-14%	-6%	-10%	9%[0.074 µM]	?	-11%	-13%
O=C(NC1CCCCC1)N1CCCC1
  -5%	-12%	10%	-4%	?	?	3%	0%
O=C(CSc1nc2[nH]ncc2c(=O)n1-c1ccccc1)NCc1cccs1
  2%	-7%	?	4%	16%	-13%	5%	0%
c1cncc(-c2nc(-c3ccc4c(c3)OCO4)cs2)c1
  4%	·	7%	?	-60%[inhibitor][10 µM]	15%	-3%	-14%
O=C(Cc1ccccc1)Nc1cccc(-c2nc3ncccc3o2)c1
  13%	9%	9%	-6%	2%	-3%	3%	-2%
Cc1ccc(OCC(=O)N(c2ccccn2)C2CCCCC2)c(C)c1
  8%	-1%[1.84 µM]	3%	-6%	11%[10 µM]	15%	-5%	-6%
N#C/C(=C\c1cc([N+](=O)[O-])c(N2CCOCC2)cc1N1CCOCC1)c1nc2ccccc2[nH]1
  2%	1%	-14%	16µM*	-2%[10 µM]	19%	-3%	?
Nc1ccc(Cl)c[n+]1Cc1cccc2cccnc12
  1%	·	·	·	-1%[10 µM]	-3%[9.22 µM]	1%	17%
NC(=O)c1nn(-c2ccccc2)nc1NC(=O)CN1CCCCC1
  -5%	·	1%	-7%	-4%	1%	1%	-18%
CSc1nc(N2CCN(CCO)CC2)c2sc3nc(-c4ccco4)c4c(c3c2n1)CCC4
  -7%	-6%	-12%	?	-21%[0.074 µM]	9%	-25%	-11%
COc1ccc(OC)c(NC(=O)c2cnc(Nc3ccc(C)c(Cl)c3)c3ccccc23)c1
  ?	5%	·	2%	·	·	·	?
CCOc1cc(/C=C2/SC(=S)N(CC3CCCO3)C2=O)ccc1O (stereo unspecified)
  -3%	·	0.45µM*	-13%	7%[10 µM]	10%[9.22 µM]	?	-29%
Cc1cccc(C(=O)Oc2ccccc2-c2nnco2)c1
  1%	4%	1%	-7%	-4%	-7%	-2%	-9%
CCn1c(COc2ccc3c(c2)CCCC3)nnc1SCC(=O)Nc1ccc(C(=O)OC)cc1
  -10%	·	-10%	-14%	3%[10 µM]	10%	9%	-9%

Each structure is followed by: Tau fibril FP	SMN2 splice up	ALDH1A1 block	Tau ThT inhib	HTT ATP protect	HTT aggregate	JMJD2E inh	Tau fluor counter
CCn1c(=O)n(CC(=O)NCc2ccco2)c(=O)c2ccccc21
  5%	-3%	-4%	-8%	-38%	3%	-8%	5%
CCOC(=O)C(=CNc1ccc(Oc2cncc(Cl)c2)nc1)C(=O)OCC
  6%	·	·	1%	18%[10 µM]	14%[9.22 µM]	-8%	4%
CCOc1ccc(C(=O)N[C@H](C(=O)Nc2cccc(S(=O)(=O)N3CCCCC3)c2)C(C)C)cc1
  -2%	-7%[1.84 µM]	-2%	-1%	-28%[10 µM]	-11%	13%	-14%
Cc1ccc(-n2c(=O)c3c(cnn3C)n(CC(=O)Nc3ccc(C)cc3C)c2=O)cc1
  -8%	2%	·	-3%	·	·	·	-12%
Cc1ccc(S(=O)(=O)N(C)C)cc1NC(=O)COC(=O)c1n[nH]c(=O)c2ccccc12
  0%	16%	-6%	3%	-48%[inhibitor]	21%	2%	3%
N#C/C(Cn1c[n+](NC(=O)Nc2ccccc2)cn1)=N/O
  6%	11%	32µM*	-3%	-14%[0.074 µM]	-1%	-4%	0%
N#CCCn1cc(/C=N/O)c(-c2ccc(F)cc2)n1
  -2%	9%	19%	-12%	3%	-4%[9.22 µM]	1%	-6%
CC1(C)OC2CC3C4CC(F)C5=CC(=O)CC[C@@]5(C)C4C(O)C[C@@]3(C)[C@]2(C(=O)CO)O1 (stereo partly specified)
  -3%	5%	8%	2%	-68%[inhibitor]	·	16%	-4%
COc1ccc(-n2nc(N)c3c(=O)oc(N(C)C)nc32)cc1
  1%	-12%	3%	-15%	-15%	-6%	3%	-12%
COc1ccc(C(=O)O)cc1NS(=O)(=O)c1cccc2nsnc12
  2%	8%	1%	5%	9%[1.9 µM]	5%	-11%	7%
O=c1cc(-c2cccs2)oc2ccc(Cl)cc12
  3%	·	?	-12%	-13%	6%	-23%	-7%
CCCN1CCC(NC(=O)Nc2ccc(Br)cc2)CC1
  -4%	-10%	3%	3%	-22%	-14%[9.22 µM]	13%	-8%
Cc1cc(CNC(=O)c2cccc([N+](=O)[O-])c2C)c2ccccc2n1
  0%	-77%[inhibitor]	9%	0%	-73%[inhibitor]	?	-4%	-2%
O=C(N/N=C/C(Br)=C\c1ccccc1)c1ccc2nc[nH]c2c1
  -13%	?	?	?	-8%[10 µM]	?	-2%	?
COc1ccc(C/C(C)=N/NC(=O)c2ccc(C)cc2C)cc1
  6%	-10%	1%	1%	-39%[inhibitor]	1%	10%	3%
Cc1cc(NC(=O)c2cc(C)on2)n(-c2ccccc2)n1
  -9%	22%	-7%	6%	·	-11%	-3%	0%
CCc1ccccc1Nc1nc(N)nc(CSCC(=O)Nc2ccc(C)c(C)c2)n1
  -7%	-29%	-8%	?	18%[10 µM]	16%	-4%	-22%
COc1ccc(CC(=O)Nc2ccc(-c3noc(-c4ccccc4OC)n3)cc2)cc1
  ?	-6%	?	5%	-6%[10 µM]	15%	?	-29%
Cc1cc(C)c(NC(=S)N(Cc2cccnc2)Cc2ccco2)c(C)c1
  7%	-45%[inhibitor]	8%	-7%	18%[10 µM]	-14%	?	-7%
C/C(=N\n1cnnc1)c1ccc(C#N)cc1
  -2%	12%	5%	5%	-3%[10 µM]	7%	1%	9%

Each structure is followed by: Tau fibril FP	SMN2 splice up	ALDH1A1 block	Tau ThT inhib	HTT ATP protect	HTT aggregate	JMJD2E inh	Tau fluor counter
COc1ccc(C(=O)/C=C/c2cn(CC(O)CN(CC(C)C)CC(C)C)c3ccccc23)cc1 (stereo unspecified)
  -13%	8%	·	?	·	·	·	-30%
O=C(Nc1cc(F)ccc1F)N1CCN(c2ccnc3cc(Cl)ccc23)CC1
  -1%	·	·	-3%	37%[10 µM]	43%[9.22 µM]	-4%	-3%
Cc1cc(OC(=O)CNC(=O)OC(C)(C)C)c2c(C)cc(=O)oc2c1
  12%	1%	16µM*	?	0%	-7%	-5%	-9%
CO/N=C(\C)CCN1CCCc2nc(C)c(C)cc21
  ?	·	?	-22%[11.5 µM]	24%[10 µM]	·	·	-30%[11.6 µM]
O=C(NC1CCCCC1)c1ccc(S(=O)(=O)c2ccccc2Cl)c([N+](=O)[O-])c1
  5%	4%[1.84 µM]	-8%	?	-2%[10 µM]	?	-2%	?
CCCn1c(=O)c2c(c3ccccc31)OC(C)C(=O)N2 (stereo unspecified)
  -12%	22%	6%	7%	-3%[1.9 µM]	6%	19%	2%
O=C(Nc1nncs1)c1ccc(Br)c(S(=O)(=O)N2CCCC2)c1
  1%	2%	?	-16%	-15%[10 µM]	19%	1%	-12%
CCN(CC)Cc1c(O)ccc2occ(C(=O)c3ccc(OC)cc3)c12
  6%	-11%	?	-6%	16%[10 µM]	-7%	-4%	-6%
Cc1ccc(N2C(=N)/C(=C3/Nc4ccccc4S3)C(c3ccccc3)C2=O)cc1 (stereo unspecified)
  7%	·	9.5µM*	0%	-51%[inhibitor][10 µM]	?	4%	-3%
COc1cc(/C=N/N2C(=O)C3C4C=CC(CC4)C3C2=O)ccc1O (stereo unspecified)
  -2%	·	14µM*	4%	-41%	-12%	?	-6%
Cc1cccc(/C=C2/SC(=O)N(Cc3ccccc3Cl)C2=O)n1
  1%	-9%	3.2µM*	-2%	-22%	-2%	7%	-7%
COC(=O)c1cccc(NC(=S)Nc2cc(Cl)ccc2OC)c1
  ?	·	?	-13%	7%[10 µM]	-4%[9.22 µM]	-1%	?
COc1ccc(S(=O)(=O)N(CC(=O)Nc2ccc3c(c2)OCO3)c2ccccc2OC)cc1
  14%	-17%	?	-13%	-13%	18%[9.22 µM]	-2%	-29%
COc1cc(NC(=O)CSc2cc(=O)n(C)c3ccccc23)cc(OC)c1OC
  -5%	-4%	·	-8%	·	·	·	-28%
Cc1ccc(NC(=O)C2=CCN(S(=O)(=O)c3ccc(F)cc3)CC2)c(C)c1
  -4%	-10%	15%	-2%	·	3%	6%	-4%
CCCCNC(=O)CC(NS(=O)(=O)c1ccc(C)cc1)c1ccco1 (stereo unspecified)
  -11%	·	2%	-7%	29%	-1%	5%	-16%
CC1CC(N(C(=O)c2ccc(Cl)cc2)c2ccccc2)c2ccccc2N1C(=O)c1ccco1 (stereo unspecified)
  -5%	-30%	2%	?	36%[10 µM]	?	0%	-16%
CCCCn1cnc2c1c(=O)[nH]c(=O)n2CCCC
  3%	-10%	?	8%	?	-6%	-21%	3%
CCc1ccc(N2CC(C(=O)NC3=NCCS3)CC2=O)cc1 (stereo unspecified)
  2%	2%	18%	-8%	-16%[10 µM]	11%	-7%	-2%
CC12COC3(C(=O)Nc4cccnc4)CC1CCC32C (stereo unspecified)
  4%	0%	6%	-3%	3%	6%	-1%	0%

An excerpt; the hit share may differ from the screen's.
